# TPT1 inh: C. albicans TPT1 enzyme inhibition. recombinant caTPT1, FP RNA substrate dephosphorylation. inhibition, % at 5 µM. 300,000 tested, 0.81% active;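 active means inhibition above the mean of all tested compounds plus 3 SD, set per screening campaign, cut at about 24% in these data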;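 further: plate controls were DMSO alone for no effect and ferristatin control at 100 nM for full effect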
# CTSL1 counter: blocks F. hepatica cathepsin L1 in PFM18AAP counter-screen; recombinant F. hepatica cathepsin L1, Z-Leu-Arg-MCA fluorescence; inhibition, % at 5.96 µM; 300,000 tested, 0.49% active;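 active means inhibition above the mean of all tested compounds plus 3 SD, set per screening campaign, cut at about 17% in these data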;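 further: 0% = plate median of test compound wells and 100% = 1 µM Z-Phe-Ala-diazomethylketone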
# HCV core dimer: HCV core protein dimerization inhibition; AID 1899; TR-FRET GST/Flag-core106 dimerization, 1536-well; inhibition, % at 5 µM; 300,000 tested, 0.33% active;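 active means inhibition above the mean of all tested compounds plus 3 SD, set per screening campaign, cut at about 45% in these data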
#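 Assay system: Tagged HCV core106 pair (GST and Flag) | Buffer or medium: KF-containing HEPES buffer, pH 7.45, DTT, CHAPS, BSA | Also added: Eu donor and XL665 acceptor anti-tag antibodies | Dosing: One concentration, 5 µM, in 0.5% DMSO | Timing: 4 h at 22.5 °C | Technique: TR-FRET 671 and 617 nm emission | Repeats: Singlicate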
# PP5 inh: PP5 (human) phosphatase inhibition; P53041; inhibition, % at 6.7 µM; purified PP5c, OMFP substrate fluorescence; AID 1987; 320,000 tested, 0.18% active;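 active means inhibition above the campaign's mean inhibition across all tested compounds plus 3 SD, cut at about 9.5% in these data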;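 further: 0% = DMSO only and 100% = 100 µM cantharidin control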
# procasp3 activ: activates human procaspase-3; AID 463141; recombinant procaspase-3 D3A, Ac-DEVD-pNA absorbance 405 nm; P42574; 330,000 tested, 0.11% active; activation, % at 8.5 µM;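 active means activation above the mean of all tested compounds plus 3 SD, cut at about 21% in these data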;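 further: 0% = DMSO alone and 100% = DMSO wells spiked with extra 5 µM PC-3 D3A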
# Target sequence (P42574 whole entry D9A/D28A/D175A): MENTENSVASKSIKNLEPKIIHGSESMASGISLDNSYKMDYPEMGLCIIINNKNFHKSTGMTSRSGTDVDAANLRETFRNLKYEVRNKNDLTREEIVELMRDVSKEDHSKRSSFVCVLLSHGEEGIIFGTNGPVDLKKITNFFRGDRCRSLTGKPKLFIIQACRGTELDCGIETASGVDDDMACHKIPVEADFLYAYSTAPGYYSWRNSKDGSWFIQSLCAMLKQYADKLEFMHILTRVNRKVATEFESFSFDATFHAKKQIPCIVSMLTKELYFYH
#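 Assay system – Procaspase-3 D3A mutant · Benchmarks – DMSO low control, extra-enzyme high control · Technique – 405 nm absorbance of p-nitroaniline, reads at 0 and 120 min · Doses – 8.5 µM nominal · Measure – % activation between DMSO and enzyme-spiked controls · Also added – Ac-DEVD-pNA chromogenic peptide substrate · Schedule – 1 h compound preincubation, 2 h substrate hydrolysis at 25 °C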
# proCasp7 act: counter-screen for procaspase-3 activators: activators of human procaspase-7; P55210; recombinant procaspase-7, Ac-DEVD-pNA absorbance 405 nm; D23A/D198A/D206A triple mutant, cannot self-cleave; scale: DMSO 0, 5 µM enzyme 100; activation, % at 8.5 µM; 330,000 tested, 0.093% active; AID 463210;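 active means percent activation above the screen-wide mean plus 3 SD, cut at about 25% in these data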
# Target sequence (P55210 whole entry D23A/D198A/D206A): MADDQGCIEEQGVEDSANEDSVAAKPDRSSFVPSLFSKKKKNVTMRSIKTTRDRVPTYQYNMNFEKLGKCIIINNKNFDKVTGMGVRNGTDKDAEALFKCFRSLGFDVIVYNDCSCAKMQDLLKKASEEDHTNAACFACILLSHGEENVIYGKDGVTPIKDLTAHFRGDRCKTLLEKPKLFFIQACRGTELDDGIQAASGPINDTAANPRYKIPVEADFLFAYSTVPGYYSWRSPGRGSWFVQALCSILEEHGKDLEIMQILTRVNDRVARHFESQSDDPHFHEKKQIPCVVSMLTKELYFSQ
#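 Test system: Procaspase-7 triple mutant (PC-7 D3A). Also added: Ac-DEVD-pNA substrate, 400 µM as added. Schedule: 1 h enzyme–compound preincubation and 2 h substrate reaction, both 25 °C. Signal: p-Nitroaniline absorbance at 405 nm, read at 0 and 120 min. Control set: low DMSO alone, high DMSO plus 5 µM PC-7.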
# PAFAH2 FP inh: inhibitors of human PAFAH2 | 340,000 tested, 0.99% active | recombinant PAFAH2, FP-rhodamine activity probe, fluorescence polarization | inhibition, % at 3.39 µM;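 active means inhibition above the mean over all tested compounds plus 3 SD, cut at about 30% in these data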;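 further: inhibitors block probe labeling of enzyme so polarization drops; 0% = enzyme with DMSO and 100% = wells lacking PAFAH2 protein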
# AHR activator: activates the human aryl hydrocarbon receptor; 320,000 tested, 2.5% active; AID 2796; AHR-responsive luciferase reporter cells, luminescence; P35869; activation, % at 5 µM; in the data active means activation above about 47%;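 further: 0% = vehicle wells and 100% = reference agonist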
# PP1 inh: PP1-alpha (human) inhibition in PP5 counter-screen; inhibition, % at 6.7 µM; purified PP1alpha, OMFP fluorescence; 320,000 tested, 0.9% active; AID 2235;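 active means inhibition above the mean inhibition of all tested compounds plus 3 SD, computed separately for each screening campaign, cut at about 15% in these data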
# Target sequence (P62136 whole entry, looked up): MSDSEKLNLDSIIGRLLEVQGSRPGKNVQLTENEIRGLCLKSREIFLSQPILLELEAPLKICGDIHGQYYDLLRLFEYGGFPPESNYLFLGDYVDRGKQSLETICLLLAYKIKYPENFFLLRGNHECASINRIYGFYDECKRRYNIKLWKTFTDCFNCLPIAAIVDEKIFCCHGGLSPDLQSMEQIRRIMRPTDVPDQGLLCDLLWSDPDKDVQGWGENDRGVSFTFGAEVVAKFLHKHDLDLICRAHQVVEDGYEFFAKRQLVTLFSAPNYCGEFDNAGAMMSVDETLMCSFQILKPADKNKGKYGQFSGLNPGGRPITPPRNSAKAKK
# Numbers without * were called inactive; · = not tested or not shown; & = joins results of further samples.
(1) CC1O[C@@H](OCC2O[C@@H](Oc3cc(O)c4c(c3)OC(c3ccc(O)cc3)CC4=O)[C@H](O)[C@@H](O)[C@@H]2O)[C@H](O)[C@H](O)[C@H]1O (stereo partly specified)
(2) Cc1scc2c1N(C(=O)CN1CCN(C)CC1)c1ccccc1NC2=O
(3) CCc1cccc(CC)c1NC(=O)CN(CC(=O)O)CC(=O)O
(4) N=c1nc(N2CCCCC2)cc(N)n1O
(5) C[C@H](CCC(=O)O)[C@H]1CC[C@H]2[C@@H]3[C@H](O)C[C@@H]4C[C@H](O)CC[C@]4(C)[C@H]3CC[C@]12C
(6) CCN(CCCCOC(=O)c1ccc(OC)c(OC)c1)C(C)Cc1ccc(OC)cc1 (stereo unspecified)
(7) O=C(O)c1cc(=O)c2ccccc2o1
(8) COc1cc(C2Oc3cc(C4Oc5cc(O)cc(O)c5C(=O)C4O)ccc3OC2CO)ccc1O (stereo unspecified)

entry no.	1	2	3	4	5	6	7	8
TPT1 inh	-8	0	-3	-3&0	-1	2	-1	-8
CTSL1 counter	4	-2	1	-3&0	1	5	-2	-14
HCV core dimer	5	-3	-1	2&-2	0	-3	13	9
PP5 inh	3.2	1.6	-2.0	0.3&4.7	1.8	2.4	0.0	-0.1
procasp3 activ	0	-3	0	10&0	2	5	-5	3
proCasp7 act	-2	-13	-5	-2&-8	-4	-4	-1	8
PAFAH2 FP inh	5	-4	3	-1&-8	-2	2	2	6
AHR activator	0	-1	-2	1&-2	-5	-2	0	8
PP1 inh	-2	4	3	0&-3	2	-1	4	1

(9) CN(C)S(=O)(=O)n1cc(/C=C(\NC(=O)c2ccccc2)C(=O)NCCCn2ccnc2)c2ccccc21
(10) CCCC1(c2ccccc2)NC(=O)N(CC(=O)N(C)Cc2c(F)cccc2Cl)C1=O (stereo unspecified)
(11) CCCCCCCCCCCCCCCC(O)C(N)CO (stereo unspecified)
(12) COc1ccc(C(=O)c2ccccc2)c(O)c1
(13) Nc1ncnc2c1c(-c1ccc(Oc3ccccc3)cc1)cn2C1CCCC1
(14) CCCC(=O)O[C@]1(C(=O)COC(C)=O)CC[C@H]2[C@@H]3C[C@H](F)C4=CC(=O)C=C[C@]4(C)[C@@]3(F)[C@@H](O)C[C@@]21C
(15) Nc1c2ccccc2nc2ccccc12
(16) CCc1ccccc1OC[C@@H](O)CN[C@H]1CCCc2ccccc21

entry no.	9	10	11	12	13	14	15	16
TPT1 inh	0	-4	-2	-5	3	-4	0&-1	-2
CTSL1 counter	1	-2	-1	0	8	-37	4&3	2
HCV core dimer	-14	15	17	6	2	3	6&-4	7
PP5 inh	1.3	-1.7	-4.1	4.0	2.0	0.6	1.8&2.8	-1.0
procasp3 activ	2	8	2	-2	-1	7	-8&-12	3
proCasp7 act	2	3	0	-3	-13	12	-9&-8	-1
PAFAH2 FP inh	5	5	-2	-8	-3	-6	-8	-2
AHR activator	4	-2	-4	-5	7	7	27&25	3
PP1 inh	-3	-5	4	1	-5	-1	-1&-1	0

(17) CC(C)(C)NCC(O)COc1cccc2c1CC(O)C(O)C2 (stereo unspecified)
(18) CC(=O)Oc1ccc2c(C)cc(=O)oc2c1
(19) CC(C)NNC(=O)c1ccncc1
(20) COc1cc(N)c(Cl)cc1C(=O)N[C@H]1CCN(CCCOc2ccc(F)cc2)C[C@H]1OC
(21) C[C@@H]1C[C@H]2[C@@H]3CCC4=CC(=O)C=C[C@]4(C)[C@@]3(Cl)[C@@H](O)C[C@]2(C)[C@@]1(OC(=O)c1ccco1)C(=O)CCl
(22) COC(=O)N/N=C/c1c[n+]([O-])c2ccccc2[n+]1[O-]
(23) O=C(c1ccccn1)N(Cc1cccs1)C1(C(=O)NC2CCCCC2)CCCCC1
(24) CC1(C)O[C@@H]2C[C@H]3[C@@H]4C[C@H](F)C5=CC(=O)C=C[C@]5(C)[C@@]4(F)[C@@H](O)C[C@]3(C)[C@]2(C(=O)CO)O1

entry no.	17	18	19	20	21	22	23	24
TPT1 inh	1	-4	-2	-2	1	-1	2	0
CTSL1 counter	-1	-25	3	-4	-2	2	2	-3
HCV core dimer	0	-4	6	-3	24	-6	0	8
PP5 inh	0.9	2.2	3.0	0.1	2.7	-2.5	-0.6	2.5
procasp3 activ	4	-24	-5	4	3	8	2	3
proCasp7 act	0	3	3	-1	1	0	5	2
PAFAH2 FP inh	-3	4	-5	-5	-28	1	-4	6
AHR activator	-3	2	1	-4	11	-2	0	15
PP1 inh	-6	1	5	-1	23*	-3	-1	1

(25) Cc1nc2c3ccccc3nc(NNC(=O)CCC(=O)N3CCN(c4ccccc4F)CC3)n2n1
(26) CCC(C(=O)Nc1ccccc1N1CCCC1)c1ccccc1 (stereo unspecified)
(27) Cn1ccc2cc3c(cc21)CCN3C(=O)Nc1cccnc1
(28) COc1ccc(-c2oc3c(CC=C(C)C)c(O[C@@H]4O[C@H](CO)[C@@H](O)[C@H](O)[C@H]4O)cc(O)c3c(=O)c2O[C@@H]2O[C@@H](C)[C@H](O)[C@@H](O)[C@H]2O)cc1
(29) CCCCN(CCCC)CCCOC(=O)c1ccc(N)cc1
(30) CC(Cc1cccc(C(F)(F)F)c1)NCCOC(=O)c1ccccc1 (stereo unspecified)
(31) C/C(=N\NC(=S)NCc1ccccc1)C1CCCCC1
(32) O=C(Nc1cc(-c2ccccc2)nn1-c1ccccc1F)c1ccc([N+](=O)[O-])cc1

entry no.	25	26	27	28	29	30	31	32
TPT1 inh	-1	1	4	0	0	-2&0	2	2
CTSL1 counter	1	-2	2	1	-3	0&0	-2	1
HCV core dimer	9	4	1	8	11	-2&-6	3	9
PP5 inh	-0.5	2.5	1.2	1.1	-3.5	-0.3&1.2	2.8	1.2
procasp3 activ	5	3	-2	13	8	-11&8	-1	-7
proCasp7 act	9	5	-4	2	1	2&11	1	-2
PAFAH2 FP inh	0	2	-11	·	8	-2&-3	4	-3
AHR activator	0	1	118*	-2	-1	-3&3	4	10
PP1 inh	-2	-3	35*	-1	3	1&2	4	5

# Twelve structures from above, ordered by molecular weight, smallest number first:
(19) CC(C)NNC(=O)c1ccncc1
(18) CC(=O)Oc1ccc2c(C)cc(=O)oc2c1
(22) COC(=O)N/N=C/c1c[n+]([O-])c2ccccc2[n+]1[O-]
(27) Cn1ccc2cc3c(cc21)CCN3C(=O)Nc1cccnc1
(29) CCCCN(CCCC)CCCOC(=O)c1ccc(N)cc1
(26) CCC(C(=O)Nc1ccccc1N1CCCC1)c1ccccc1 (stereo unspecified)
(32) O=C(Nc1cc(-c2ccccc2)nn1-c1ccccc1F)c1ccc([N+](=O)[O-])cc1
(23) O=C(c1ccccn1)N(Cc1cccs1)C1(C(=O)NC2CCCCC2)CCCCC1
(20) COc1cc(N)c(Cl)cc1C(=O)N[C@H]1CCN(CCCOc2ccc(F)cc2)C[C@H]1OC
(25) Cc1nc2c3ccccc3nc(NNC(=O)CCC(=O)N3CCN(c4ccccc4F)CC3)n2n1

entry no.	19	18	22	27	29	26	32	23	20	25
TPT1 inh	-2	-4	-1	4	0	1	2	2	-2	-1
CTSL1 counter	3	-25	2	2	-3	-2	1	2	-4	1
HCV core dimer	6	-4	-6	1	11	4	9	0	-3	9
PP5 inh	3.0	2.2	-2.5	1.2	-3.5	2.5	1.2	-0.6	0.1	-0.5
procasp3 activ	-5	-24	8	-2	8	3	-7	2	4	5
proCasp7 act	3	3	0	-4	1	5	-2	5	-1	9
PAFAH2 FP inh	-5	4	1	-11	8	2	-3	-4	-5	0
AHR activator	1	2	-2	118*	-1	1	10	0	-4	0
PP1 inh	5	1	-3	35*	3	-3	5	-1	-1	-2

(21) C[C@@H]1C[C@H]2[C@@H]3CCC4=CC(=O)C=C[C@]4(C)[C@@]3(Cl)[C@@H](O)C[C@]2(C)[C@@]1(OC(=O)c1ccco1)C(=O)CCl
(28) COc1ccc(-c2oc3c(CC=C(C)C)c(O[C@@H]4O[C@H](CO)[C@@H](O)[C@H](O)[C@H]4O)cc(O)c3c(=O)c2O[C@@H]2O[C@@H](C)[C@H](O)[C@@H](O)[C@H]2O)cc1

entry no.	21	28
TPT1 inh	1	0
CTSL1 counter	-2	1
HCV core dimer	24	8
PP5 inh	2.7	1.1
procasp3 activ	3	13
proCasp7 act	1	2
PAFAH2 FP inh	-28	·
AHR activator	11	-2
PP1 inh	23*	-1

# (more compounds)
(33) CC(=O)OCC(=O)[C@@]1(O)CC[C@H]2[C@@H]3CCC4=CC(=O)C=C[C@]4(C)[C@@]3(F)[C@@H](O)C[C@@]21C
(34) CCCOc1ccc(C(=O)OCCN(CC)CC)cc1N
(35) CN(C)C/C=C(\c1ccc(Br)cc1)c1cccnc1
(36) CC[C@]12CCCN3CCc4c(n(c5ccccc45)[C@](O)(C(=O)OC)C1)[C@@H]32
(37) Cc1cc(=O)oc2cc(O)ccc12
(38) CCCC(=O)O[C@]1(C(=O)CCl)[C@@H](C)C[C@H]2[C@@H]3CCC4=CC(=O)C=C[C@]4(C)[C@@]3(F)C(=O)C[C@@]21C
(39) CC(C)(C)NCC(O)COc1cccc2c1C[C@H](O)[C@H](O)C2 (stereo partly specified)
(40) O=C(NC1CCN(CCc2c[nH]c3ccccc23)CC1)c1ccccc1
(41) O=C(O)Cc1cn(-c2ccccc2)nc1-c1ccc(Cl)cc1
(42) CCN(CC)CC1CCCCN1CC(=O)N1c2ccccc2C(=O)Nc2cccnc21 (stereo unspecified)
(43) CCCCOc1cc(C(=O)OCCN(CC)CC)ccc1N

entry no.	33	34	35	36	37	38	39	40	41	42	43
TPT1 inh	1	1	0	-1	0	-5	1	0	0	-1	1&-3
CTSL1 counter	-8	2	3	-2	1	4	-3	0	3	-1	-5&0
HCV core dimer	-18	2	-1	-4	1	8	3	-11	-11	1	-10&-3
PP5 inh	-8.0	0.1	-1.1	-1.0	4.7	3.3	-1.6	2.6	-0.3	0.5	1.9&0.8
procasp3 activ	-5	-8	-4	5	24*	5	3	-4	-4	5	6&4
proCasp7 act	-3	-9	3	4	20	-5	-1	-2	4	6	-8&4
PAFAH2 FP inh	-9	-1	-3	2	-4	-4	-4	-5	-3	·	-9&-5
AHR activator	4	5	0	-2	-1	19	-1	12	-2	-2	8&12
PP1 inh	-2	-1	3	1	1	4	-4	2	-3	0	0&1

# An excerpt. The share of hits here may be higher or lower than overall.
